sPLA2-III inh: human group III sPLA2 inhibitors, primary screen, biochemical, QFRET, BODIPY PC-A2 liposome substrate | Group 3 secretory phospholipase A2 (Homo sapiens), Q9NZ20 | QFRET BODIPY PC-A2 liposome hydrolysis, fluorescence | inhibition, % at 12.2 µM | 370,000 compounds, 0.56% hits | AID 743126, 2013;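 active means inhibition above mean plus 3 SD of compounds lying within the high and low control bounds, cut at about 19% in these data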;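 further: 0% = median of test compound wells and 100% = no enzyme DMSO wells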
Target sequence (Q9NZ20 whole entry, looked up): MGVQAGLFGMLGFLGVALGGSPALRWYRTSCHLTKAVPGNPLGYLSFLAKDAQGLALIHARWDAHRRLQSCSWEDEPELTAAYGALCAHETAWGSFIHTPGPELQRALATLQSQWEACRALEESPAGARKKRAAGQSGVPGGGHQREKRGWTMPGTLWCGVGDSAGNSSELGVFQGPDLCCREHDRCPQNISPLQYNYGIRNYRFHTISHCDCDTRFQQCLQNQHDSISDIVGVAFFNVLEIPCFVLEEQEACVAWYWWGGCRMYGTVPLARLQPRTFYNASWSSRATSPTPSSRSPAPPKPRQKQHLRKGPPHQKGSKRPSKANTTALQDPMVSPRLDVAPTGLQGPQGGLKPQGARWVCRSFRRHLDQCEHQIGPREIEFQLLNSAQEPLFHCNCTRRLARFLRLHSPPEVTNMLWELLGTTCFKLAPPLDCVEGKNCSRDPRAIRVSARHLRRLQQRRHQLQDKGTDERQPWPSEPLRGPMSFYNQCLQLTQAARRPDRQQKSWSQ
PLCb3 inh: human PLC-beta3 inhibitors, primary screen, biochemical, fluorescence. 370,000 compounds, 0.18% hits. inhibition, % at 12.2 µM. 1-phosphatidylinositol 4,5-bisphosphate phosphodiesterase beta-3 (Homo sapiens), Q01970. Purified PLC-beta3, fluorogenic substrate; in the data active means inhibition above about 11%;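 further: 0% = median of compound wells on plate and 100% = full blocker control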
DAX1 inh-1: DAX1 (NR0B1) inhibitors, primary screen, cell-based, HEK293, Gal4-DAX1, luciferase luminescence; inhibition, % at 6.75 µM; Nuclear receptor subfamily 0 group B member 1 (Homo sapiens), P51843; AID 504766, 2011; 340,000 compounds, 0.99% hits; HEK293 Gal4-DAX1 luciferase reporter;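 active means inhibition above the mean over all tested compounds plus 3 SD, cut at about 4.2% in these data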;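 further: 0% = DAX1-transfected cells with DMSO and 100% = empty-vector control cells with DMSO; inhibition shows as a rise in luminescence from relieved DAX1 repression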
Target sequence (P51843 207-470 limits assumed): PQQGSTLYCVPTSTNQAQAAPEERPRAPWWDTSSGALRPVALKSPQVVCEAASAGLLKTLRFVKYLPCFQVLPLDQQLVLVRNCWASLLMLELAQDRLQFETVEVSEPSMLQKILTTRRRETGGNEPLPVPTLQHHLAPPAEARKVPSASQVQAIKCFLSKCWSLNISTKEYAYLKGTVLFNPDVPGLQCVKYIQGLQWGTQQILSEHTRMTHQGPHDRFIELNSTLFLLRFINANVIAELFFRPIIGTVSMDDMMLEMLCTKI
Rev-erbA mod: modulators of Rev-erb alpha DNA binding, primary screen, biochemical, FITC-DNA, fluorescence polarization, uHTS. Nuclear receptor subfamily 1 group D member 1 (Homo sapiens), P20393. Rev-erbα–FITC-DNA binding, 90 min. activity, % at 10 µM. 370,000 compounds, 0.79% hits. AID 1259318, 2017;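 active means activity above about 14%, limit read from the data; passing the limit was not always enough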;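 further: 0% = DMSO wells with 35 nM protein and 100% = DMSO wells with 750 nM protein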
DAX1 inh-2: DAX1 (NR0B1) inhibitors on StAR promoter, primary screen, cell-based, luminescence, SF-1 (NR5A1), full-length DAX-1. HEK293T StAR-luciferase reporter, SF-1/DAX-1 repression relief. inhibition, % at 6.8 µM. 370,000 compounds, 1.1% hits. AID 652010, 2013;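 active means inhibition above the mean over all tested compounds plus 3 SD, cut at about 3.6% in these data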;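 further: 0% = DAX-1 cells with DMSO and 100% = cells lacking DAX-1 with DMSO; higher inhibition means more luminescence from relief of DAX-1 repression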
hgDAF-12 ag: H. glycines DAF-12 receptor agonists, primary screen, cell-based, luminescence, HEK293, GAL4 fusion, UAS-luciferase | Nuclear hormone receptor DAF-12 (Heterodera glycines), GAL4 fusion | HEK293 GAL4-hgDAF12 UAS-luciferase reporter, agonist luminescence; normalized to butyrate control | activation, % at 6.8 µM | 370,000 compounds, 1.8% hits | AID 687014, 2013;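 active means activation above a cutoff set at the mean of all screened compounds plus 3 SD, cut at about 10% in these data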;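 further: 0% = DMSO wells and 100% = sodium butyrate wells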
SMARCA2 activ: SMARCA2 (BRM) function activators, primary screen, cell-based, luminescence, high throughput. MG213 cells, MMTV-luciferase reporter, dexamethasone, overnight. activation, % at 9.1 µM. 370,000 compounds, 1% hits. AID 652017, 2013; in the data active means activation above about 7.8%;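 further: 0% = vehicle wells and 100% = reference activator wells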
ssDAF12 agonist: S. stercoralis DAF-12 nuclear receptor activators, primary screen, cell-based, luminescence, HEK293, GRIP1 co-expression, lit1-tk-luc; activation, % at 6.8 µM; 370,000 compounds, 1% hits; HEK293 ssDAF-12/GRIP1 lit1-tk-luc reporter; % of 3 µM dafachronic acid response; Nuclear hormone receptor DAF-12 (Strongyloides stercoralis);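 active means activation above the mean over all tested compounds plus 3 SD, cut at about 0.9% in these data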;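 further: 0% = DMSO-only wells and 100% = 3 µM delta7-dafachronic acid wells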
hcDAF-12 act: H. contortus DAF-12 nuclear receptor activators, primary screen, cell-based, luminescence, HEK293, lit1-tk-luc reporter | HEK293 hcDAF-12 lit1-tk-luc reporter; 0% DMSO, 100% Δ7-dafachronic acid | activation, % at 6.8 µM | 370,000 compounds, 1.4% hits;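 active means activation above the mean of all tested compounds plus 3 SD, cut at about 5.5% in these data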;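 further: 100% = response to 3 µM Δ7-dafachronic acid high control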
PG9 binder: binders of HIV-1 gp120 antibody PG9, primary screen, biochemical, TR-FRET. HIV-1 gp120 / PG9 antibody interaction. TR-FRET gp120-PG9 antibody binding. inhibition, % at 6.7 µM. 360,000 compounds, 0.43% hits. AID 624416, 2012; in the data active means inhibition above about 8.5%
FXN GAA850 act: FXN promoter activators, primary screen, cell-based, luciferase luminescence, HEK293 lucGAA850 | HEK293 lucGAA850 FXN promoter luciferase reporter, 24 h; percent of 10 µM SAHA response | activation, % at 6 µM | 360,000 compounds, 0.56% hits | AID 540364, 2011;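 active means activation above the average of all compounds screened plus 3 SD, cutoff fixed separately per campaign, cut at about 7.5% in these data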;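 further: 0% = DMSO wells and 100% = 10 µM SAHA wells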
Active calls of the source: *; / = no result given; & = joins results of further samples. Outcome played no part in choosing rows; any-hit rate near 7%.

nr	smiles	DAX1 inh-2	SMARCA2 activ	hcDAF-12 act	Rev-erbA mod	PLCb3 inh	sPLA2-III inh	ssDAF12 agonist	PG9 binder	FXN GAA850 act	hgDAF-12 ag	DAX1 inh-1
1	COc1cc(C(=O)NCCOc2cccc(C)c2)c(Br)c(OC)c1OC	-0.8	1	-2.7	-5	-2	1	-1.0	-0.6	-2.1	1.1	0.0
2	Cc1ccc(C2=NC3(CCCCCC3)NC2=S)cc1	0.2	3	-1.1	6	1	8	-0.8	-3.0	3.8	-1.1	-0.5
3	Cc1cc(C(=O)NNC(=O)Nc2ccccc2)no1	-0.1	-3	-1.4	-2	-4	0	-1.6	-1.1	-1.9	1.4	1.0
4	Cc1cc(N2CCN(Cc3ccccc3)CC2)n2nc(C)c(-c3ccccc3)c2n1	-0.3	-2	-1.2	1	-24	-1	-1.1	-1.7	-1.4	2.3	2.4
5	COCCCN1C(=O)C(CC(=O)NC(c2ccccc2)c2ccccc2)CC(C(=O)N(C(C)C)C(C)C)=C1C (stereo not given)	0.4	-2	0.7	2	-2	3	-1.0	-1.7	/	0.8	/
6	O=c1[nH]c2ccccc2c2ccccc12	0.9	0	-0.2	2	-4	0	-0.4	1.4	4.7	2.9	-0.7
7	CCCCN1CC(COCc2ccccc2)Oc2cccc(N3CCCC3)c2S1(=O)=O (stereo not given)	-0.8	4	-0.9	1	-3	7	-1.2	1.5	3.2	1.5	-1.1
8	COc1ccc(OC)c(/C=N/n2c(COc3ccccc3)n[nH]c2=S)c1	0.1	-3	1.2	-2	-78	13	-1.4	3.0	3.3	-1.1	3.3
9	Cc1cccc(C)c1NC(=O)NC1(C(=O)NCCCN2CCOCC2)CCCCC1	0.3	-4	-0.6	1	4	1	-1.1	1.0	-0.9	-1.9	1.2
10	COc1ccc(C(=O)O)c(OC)n1	-0.1	-3	-0.4	-3	-2	9	-1.6	-1.5	-1.5	-0.5	0.6
11	CCOc1ccccc1N(CC(=O)Nc1ccccc1)S(=O)(=O)c1ccccc1	-0.1	-2	-0.7	1	-2	-18	-1.7	-2.6	-0.2	1.8	-1.6
12	O=C(O)Cc1ccc(NS(=O)(=O)c2ccc3ccccc3c2)cc1	-0.4	-3	-2.6	5	-4	-7	-0.6	-0.1	1.3	-0.2	0.5
13	CN(CCO)Cc1csc2ccc(Br)cc12	-0.2	0	1.3	4	1	-5	-0.5	-0.6	0.5	0.2	0.5
14	CCCOc1ccc(/C(O)=C2\C(=O)C(=O)N(CCCOC)C23C(=O)N(C)c2ccccc23)cc1 (stereo not given)	0.5	0	-1.7	0	0	-3	-0.5	11*	-0.6	3.1	0.6
15	CCOC(=O)c1[nH]c2c(c1-c1ccccc1)C(=O)CC(c1ccc(OCC)cc1)C2 (stereo not given)	-0.6	-2	-0.8	-2	-6	5	-1.3	-0.2	-0.7	4.8	3.4
16	Cc1cc(N2Cc3ccccc3C2)ccc1C=O	1.5	0	5.3	-5	-9	1	-0.1	-1.8	5.4	13*	0.1
17	Cc1ccc(NC(=O)CCC(=O)NNS(=O)(=O)c2ccccc2)cc1C	-0.8	-4	-2.7	-1	-6	10	-1.5	0.9	1.7	-3.5	0.3
18	CC1CCCC(NC(=O)C2N(CCCN3CCCC3)C(=O)C3C(C(=O)Nc4cccc(Cl)c4)C4C=CC32O4)C1C (stereo not given)	0.3&0.9	0&1	-0.9&-1.0	1&-5	-7&-1	-3&-3	-0.9&-1.2	0.5	-1.3	-0.4&-1.6	0.3
19	Cc1ccc(-c2ccc(CCC(=O)O)n2NC(N)=S)cc1	0.0	8.4*	0.0	-6	-1	2	-1.1	-1.1	3.0	-2.5	-0.3
20	CN(Cc1ccccc1O)CC1CCCN(CCc2ccc(Cl)cc2)C1 (stereo not given)	0.2	0	-0.3	-6	-7	-6	-0.8	-0.7	1.3	-0.4	-0.2
21	CCCCCCCC(=O)NN=C1CCN(Cc2ccccc2)CC1	0.6	-2	-0.7	-3	-11	-8	-1.1	-1.0	-1.5	-0.2	-0.9
22	O=C(NC1CSC/C1=N\O)c1ccccc1 (stereo not given)	-0.3	-2	0.4	-1	0	-2	-1.3	1.3	0.8	-0.4	-0.1
23	O=C(N[C@H]1CCC(=O)N(CCSc2ccc(Br)cc2)CC1)OCc1ccccc1	-1.0	0	-2.1	3	2	-20	-1.3	-1.1	0.2	0.1	1.0
24	COc1ccc(C)cc1S(=O)(=O)N(CC(=O)N1CCCC1)c1ccccc1	-0.3	-1	-2.4	-5	4	5	-1.7	0.1	2.6	1.0	-1.6
25	CC1(C)c2[nH]c3ccccc3c2C[C@H]2C(=O)N(CCCCCO)CC(=O)N21	-0.1	-1	-1.1	-3	-1	-3	-1.7	-1.4	1.0	-3.0	-0.8

Compound profiles (already shown). Screens in order: DAX1 inh-2	SMARCA2 activ	hcDAF-12 act	Rev-erbA mod	PLCb3 inh	sPLA2-III inh	ssDAF12 agonist	PG9 binder	FXN GAA850 act	hgDAF-12 ag	DAX1 inh-1
Entry for CC1CCCC(NC(=O)C2N(CCCN3CCCC3)C(=O)C3C(C(=O)Nc4cccc(Cl)c4)C4C=CC32O4)C1C (stereo not given) → 0.3&0.9	0&1	-0.9&-1.0	1&-5	-7&-1	-3&-3	-0.9&-1.2	0.5	-1.3	-0.4&-1.6	0.3
Entry for CCCCN1CC(COCc2ccccc2)Oc2cccc(N3CCCC3)c2S1(=O)=O (stereo not given) → -0.8	4	-0.9	1	-3	7	-1.2	1.5	3.2	1.5	-1.1

(cont.)
nr	smiles	DAX1 inh-2	SMARCA2 activ	hcDAF-12 act	Rev-erbA mod	PLCb3 inh	sPLA2-III inh	ssDAF12 agonist	PG9 binder	FXN GAA850 act	hgDAF-12 ag	DAX1 inh-1
26	COc1ccc(S(=O)(=O)N2CCOCC2)cc1NC(=O)Cc1ccc(Cl)c(Cl)c1	0.7	0	-0.1	-4	0	1	0.1	-3.0	-2.1	-0.4	-0.7
27	CC(=O)Nc1ccc(S(=O)(=O)NC2(C(F)(F)F)NC(=O)N(C3CCCCC3)C2=O)cc1 (stereo not given)	0.6	-4	-0.7	-4	-1	3	-1.3	-0.4	1.3	0.9	0.5
28	CC(=O)c1c(O)cc(=O)n(-c2ccccc2)c1-c1cccc2ccccc12	0.1	2	0.5	-1	1	2	-1.2	0.1	2.0	-1.1	-1.1
29	C=CCn1c(C)cc(C(=O)COC(=O)C2CC(=O)N(CCc3ccc(OC)c(OC)c3)C2)c1C (stereo not given)	-0.7	-4	0.1	4	-6	11	0.1	1.6	2.5	-1.3	0.5
30	O=C(c1cc(-c2ccc3c(c2)OCO3)on1)N1CCOCC1	2.7	0	3.5	-3	-3	-3	0.2	1.0	-1.6	8.4	-1.1
31	Cc1cc(C(=O)OCC(=O)NCCc2ccccc2)c(C)o1	-0.2	2	3.8	-9	1	1	-1.2	1.9	2.5	-0.4	5.1*
32	COc1ccccc1-n1cnc2c(c1=O)c1nc3ccccc3nc1n2-c1ccc(C)cc1	-0.4	0	-0.6	-30	-20	2	-2.1	1.1	2.3	2.9	0.9
33	CC(CC(=O)Nc1cccc(Cl)c1)c1ccccc1 (stereo not given)	-0.4	0	-2.9	5	-3	5	-1.5	1.1	4.0	0.4	0.5
34	COc1ccc(C(c2nnnn2Cc2ccccc2)N2CCN(c3nc4ccccc4s3)CC2)cc1OC (stereo not given)	-1.7	2	-1.9	-1	1	-26	-0.9	1.1	0.0	-3.7	-1.3
35	O=C(Nc1cccc(C(F)(F)F)c1)OCCCN1CCC2(CCC(c3ccccc3)CC2)C1=O (stereo not given)	-0.8	-3	-0.6	-2	1	1	-1.1	/	/	1.1	/
36	CC(=O)OC(C(=O)NC1CCCCC1)c1ccc(C)cc1 (stereo not given)	0.1	-5	-0.2	6	-150	5	-1.0	0.5	1.0	-0.7	0.2
37	Cc1c(Cl)cccc1-c1ccc(C(=O)N2CCN(c3ccc([N+](=O)[O-])cc3)CC2)o1	-0.4	1	-0.4	2	1	9	-1.0	1.0	-3.3	-1.2	1.1
38	CC1CCCN(C(=O)c2ccc(CNc3c(N4CCCCC4)c(=O)c3=O)cc2)C1 (stereo not given)	1.9	-2	0.9	1	3	-1	-1.7	-1.8	-0.4	-1.8	0.1
39	CCN(CC)C(=O)C1CCCN(Cc2ccc3ccccc3c2)C1 (stereo not given)	-0.7	0	0.0	3	5	3	-1.0	-2.1	0.2	-0.1	0.2
40	CNc1nc(N)c([N+](=O)[O-])c(Nc2cccc(Br)c2)n1	/	/	0.9	-2	5	3	-1.3	/	/	-0.6	/
41	O=C(O)CC(CC(=O)Nc1ccc(N2CCOCC2)cc1)c1ccccc1 (stereo not given)	0.0	1	0.9	5	-6	6	-0.8	-2.1	-0.2	0.0	-0.6
42	O=C(OCCN1CCOCC1)c1ccccc1Cl	0.5	-2	-1.2	-5	-4	16	0.6	0.4	2.9	-1.7	1.1
43	Cc1ccc(S(=O)(=O)NCc2ccc(C(=O)N3CCN(Cc4ccccc4)CC3)cc2)cc1	-2.7	-4	-3.9	0	4	-31	-2.3	-0.2	-2.1	-5.7	-4.1
44	COc1cc(Nc2nc3ccccc3n3nnnc23)cc(OC)c1OC	-1.4	2	1.6	12	-25	7	0.4	0.9	17*	-0.5	-0.2

Screens (PubChem BioAssay)
